PKA-R1A activ: activators of PKA-R1A holoenzyme, primary screen, biochemical, fluorescence polarization, Cy5-IP20, bovine R1A, mouse PKAc | cAMP-dependent protein kinase type I-alpha regulatory subunit (Bos taurus) + … | PKA-R1A dissociation; scaled: DMSO 0%, 113 µM cGMP 100% | activation, % at 11.4 µM | actives 0.083% (n = 340,000) | AID 504707, 2011;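 active means percent activation above the mean of all tested compounds plus 3 SD, cut at about 19% in these data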;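 further: higher means more PKAc released from R1A so a rise in polarization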
E coli growth: E. coli V3065 growth inhibition, primary screen, counter-screen for AddAB inhibitor project, absorbance, OD600. actives 0.27% (n = 330,000). inhibition, % at 11.9 µM. 18 h;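 active means inhibition above the campaign's mean inhibition across all tested compounds plus 3 SD, cut at about 9.9% in these data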;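 further: uninfected addAB+ strain grown without phage in ampicillin broth; 0% = DMSO wells and 100% = ciprofloxacin 0.95 µg/ml wells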
PfHsp90 yeast 2: growth inhibition of PfHsp90-expressing yeast, primary screen, antimalarial PfHsp90 inhibitor project, S. cerevisiae, BacTiter-Glo luminescence, single point, set 2; BacTiter-Glo ATP, 48 h; yeast lacking PDR1 and PDR3 efflux regulators; inhibition, % at 9.4 µM; actives 0.32% (n = 310,000); AID 504621, 2011;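 active means every replicate shows inhibition above about 80%, whatever the replicate mean, limit read from the data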;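 further: 0% = DMSO neutral controls and 100% = 20 µM radicicol positive controls; yeast relying on Plasmodium falciparum Hsp90 in place of its own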
phage Ecoli inh: growth loss of phage-infected E. coli, primary screen, RecBCD inhibitor project, absorbance, with phage, HTS. inhibition, % at 11.9 µM. actives 0.26% (n = 360,000). AID 651602, 2012; in the data active means inhibition above about 11%
DSG3 Ab inh: inhibitors of pemphigus antibody binding to DSG3, primary screen, biochemical, bead-based, flow cytometry, scFv-GFP | Desmoglein-3 (Homo sapiens), P32926 | DSG3-coupled beads, scFv-anti-DSG3-GFP binding; stronger effect = lower value | binding (percent of control), % at 10 µM | actives 0.48% (n = 310,000) | AID 588358, 2011;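 active means binding more than 3 SD below its plate's average and above zero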;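 further: hits lower antibody fragment binding to DSG3; some compounds called inactive have numbers as strong as hits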
Target sequence (P32926 whole entry, looked up, the tested form may be a part): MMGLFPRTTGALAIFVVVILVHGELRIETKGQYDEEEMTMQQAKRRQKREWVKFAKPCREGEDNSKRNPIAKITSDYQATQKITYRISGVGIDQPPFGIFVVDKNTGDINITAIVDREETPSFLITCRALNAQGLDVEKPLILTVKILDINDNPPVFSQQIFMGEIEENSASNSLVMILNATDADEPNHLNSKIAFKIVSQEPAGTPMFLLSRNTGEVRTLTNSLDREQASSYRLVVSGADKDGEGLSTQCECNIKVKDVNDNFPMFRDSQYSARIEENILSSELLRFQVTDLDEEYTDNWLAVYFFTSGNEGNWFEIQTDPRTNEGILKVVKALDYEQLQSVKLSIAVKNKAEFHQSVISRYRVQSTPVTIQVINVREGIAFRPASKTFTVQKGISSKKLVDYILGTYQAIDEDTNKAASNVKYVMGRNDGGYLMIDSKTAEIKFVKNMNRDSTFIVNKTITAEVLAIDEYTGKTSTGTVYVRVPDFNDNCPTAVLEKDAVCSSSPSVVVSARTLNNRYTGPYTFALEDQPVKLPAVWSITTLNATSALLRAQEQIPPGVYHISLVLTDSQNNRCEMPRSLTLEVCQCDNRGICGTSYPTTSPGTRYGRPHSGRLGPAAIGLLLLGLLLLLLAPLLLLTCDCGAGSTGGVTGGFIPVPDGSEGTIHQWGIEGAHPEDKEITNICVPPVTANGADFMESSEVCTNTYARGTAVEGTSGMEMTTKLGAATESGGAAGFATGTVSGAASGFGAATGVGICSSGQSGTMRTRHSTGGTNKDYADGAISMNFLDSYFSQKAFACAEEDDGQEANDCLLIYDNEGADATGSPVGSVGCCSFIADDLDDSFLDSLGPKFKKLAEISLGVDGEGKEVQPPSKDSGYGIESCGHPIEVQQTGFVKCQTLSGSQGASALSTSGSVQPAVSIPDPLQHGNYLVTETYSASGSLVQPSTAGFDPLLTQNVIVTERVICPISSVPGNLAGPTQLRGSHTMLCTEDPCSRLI
SUMO Mot1 rescue: yeast Mot1-301 growth rescue at high temperature, primary screen, SUMOylation pathway inhibitor project, S. cerevisiae, ATP luminescence, 38.5C. actives 1% (n = 320,000). growth rescue, % at 18.8 µM. S. cerevisiae Mot1-301 growth rescue; percent above DMSO median, 100 means doubled. AID 2716, 2010;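 active means every valid replicate shows activation above 250% relative to neutral control wells; inactive means the rest, any valid replicate at or below 250%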;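 further: OY570 slx delta 5 strain wells were the positive control but not used for scaling; some compounds called inactive have numbers as strong as hits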
OPRM1-OPRD1 inv: inverse agonists of MOR-DOR heterodimerization, primary screen, cell-based, luminescence; cell-based MOR-DOR heterodimer luminescence, inverse agonism; actives 0.21% (n = 340,000); Mu-type opioid receptor (Homo sapiens) + Delta-type opioid receptor (Homo sapiens), …; inhibition, % at 9.3 µM; in the data active means inhibition above about 22%, passing the limit was not always enough;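 further: 0% = cells with DMSO and 100% = wells without cells with DMSO; values of inactives mirror those of a sister screen read the other way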
Arrestin-AP2 inh: inhibitors of beta-arrestin/AP2 binding, primary screen, biochemical, GPCR trafficking, flow cytometry. inhibition, % at 10 µM. beta-arrestin 1 C-terminal peptide binding to AP2 beta2-adaptin appendage (human). FITC-arrestin peptide / GST-AP2 beads; AP2 beta2 appendage carries R879A mutation. actives 0.31% (n = 340,000). AID 504490, 2011;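 active means inhibition above a set limit, near 3 SD of compounds lacking own fluorescence, cut at about 54% in these data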;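 further: plate controls were DMSO wells for no effect and 5 µM unlabelled arrestin peptide for full effect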
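Material – GST-tagged AP2 beta2-adaptin appendage (R879A) on 4 µm glutathione beads · Probe or stimulus – fluorescein-tagged arrestin peptide at 50 nM final · Timing – 12 min plus 1 h, RT · Detection – bead flow cytometry, FITC channel · Read-out basis – inhibition as reduced fluorescein signal on beads, percent · Medium – PBS plus Tween 20 (0.05%) and BSA (0.1%)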
AddAB inh: growth inhibition of E. coli expressing H. pylori AddAB, primary screen, AddAB inhibitor project, absorbance; inhibition, % at 11.9 µM; AID 435030, 2010; actives 0.29% (n = 330,000); in the data active means inhibition above about 12%;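 further: 0% = vehicle wells of infected cells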
Tat export inh: E. coli Tat export inhibitors, primary screen, MC4100, TorA-mCherry reporter, fluorescence, single point; actives 0.036% (n = 340,000); AID 488895, 2010; inhibition, % at 10 µM;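 active means mean replicate inhibition at least 50% and at least half of replicates individually reaching 50%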;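 further: exported cargo escapes ClpAP degradation while cytoplasmic cargo is degraded and loses fluorescence; 0% = median of neutral control wells and 100% = median of NaSCN control wells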
OPRM1-OPRD1 ag: agonists of OPRM1-OPRD1 heterodimerization, primary screen, cell-based, luminescence | AID 504326, 2011 | cells | activation, % at 9.3 µM | actives 0.3% (n = 340,000); in the data active means activation above about 18%;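 further: 0% = vehicle-treated cells and 100% = reference agonist; values of inactives mirror those of a sister screen read the other way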
* marks the source's active call; other numbers are inactive results; nt = not tested or not shown.

SMILES	PKA-R1A activ	E coli growth	PfHsp90 yeast 2	phage Ecoli inh	DSG3 Ab inh	SUMO Mot1 rescue	OPRM1-OPRD1 inv	Arrestin-AP2 inh	AddAB inh	Tat export inh	OPRM1-OPRD1 ag
O=C(CSc1nc2ccccc2c(=O)n1-c1ccc(F)cc1)Nc1cc(S(=O)(=O)N2CCOCC2)ccc1Cl	-10	1.5	-75	2.9	100	7	-2	-7	0.6	2	0.3
Cc1ccc2[nH]c(=O)c(CN(CCCO)S(=O)(=O)c3cccc4nsnc34)cc2c1	1	-3.2	15	2.6	102	-4	8	-6	-1.3	0	-1.4
COc1ccc(CC(=O)NNC(=O)c2ccc(Br)o2)cc1	-2	-0.6	-16	1.3	nt	-11	15	33	0.3	-5	-3.0
O=C(NCCN1CCOCC1)Nc1ccc(Cl)cc1	11	0.8	-5	2.4	nt	1	-3	6	1.4	3	0.6
O=C1NC(=S)N/C1=C/C=C/c1ccccc1	-10	1.0	-10	1.9	107	6	5	106*	1.3	-6	-0.7
Cc1ccc(N2CCN(S(=O)(=O)c3ccc4oc(=O)ccc4c3)CC2)cc1Cl	-6	2.3	17	0.7	83	-15	-7	22	2.5	3	0.9
COc1ccc(CCNC(=O)/C(C#N)=C2\N=C(NC(=O)c3ccco3)c3ccccc32)cc1	nt	1.0	nt	0.9	95	10	nt	52	-0.1	nt	nt
C=C(C)CN1CCN(c2ccc(N3C(=O)CCCC3=O)cc2[N+](=O)[O-])CC1	-5	1.5	-5	3.9	102	-12	4	-1	0.4	6	-0.8
C=CCn1c(Cc2cccs2)nnc1SCC(=O)c1ccc(F)cc1	-14	-1.3	nt	3.2	105	-19	-2	2	-0.9	-4	0.3
COCC(C)NC(=O)c1cc(OC)cc(OC)c1 (stereo not drawn)	2	1.1	1	2.0	107	4	0	-15	-0.3	-10	-0.1
CC(C)c1ccccc1OCC(O)CN(CC(O)COc1cccc2ccccc12)C(C)C (stereo not drawn)	-4	0.8	-35	2.3	104	-15	-34	20	3.0	20	6.5
CC(C)(CO)NC(=O)c1ccc2c(c1)C(=O)c1ccccc1-2	-14	1.3	19	-0.1	95	-15	18	-5	1.2	-6	-4.0
CC(C)c1ccccc1NC(=S)NC1CCN(Cc2ccccc2)CC1	8	-2.8	-41	-0.6	98	110	-22	21	1.0	-2	3.3
N#Cc1c(N)n(C2CCCCC2)c2nc3ccccc3nc12	-2	0.4	-10	0.4	105	14	-27	13	4.3	-8	4.6
Cc1ccnc(N2CCN(C(=O)CSc3nc4ccccc4nc3N3CCCCC3)CC2)c1	1	0.0	-53	0.4	103	20	-20	4	1.8	9	4.5

Overlap with the part before: 2 compounds; new compounds follow.
SMILES	PKA-R1A activ	E coli growth	PfHsp90 yeast 2	phage Ecoli inh	DSG3 Ab inh	SUMO Mot1 rescue	OPRM1-OPRD1 inv	Arrestin-AP2 inh	AddAB inh	Tat export inh	OPRM1-OPRD1 ag
N#Cc1c(N)n(C2CCCCC2)c2nc3ccccc3nc12	-2	0.4	-10	0.4	105	14	-27	13	4.3	-8	4.6
Cc1ccnc(N2CCN(C(=O)CSc3nc4ccccc4nc3N3CCCCC3)CC2)c1	1	0.0	-53	0.4	103	20	-20	4	1.8	9	4.5
S=c1nc[nH]c2c1ncn2-c1ccc(Cl)cc1	-8	nt	-15	1.6	130	nt	12	-12	nt	-7	-2.4
COC(=O)C1CCN(C(=O)Nc2ccc(OC)cc2)CC1	4	-0.3	-8	3.0	93	1	5	2	3.1	-7	-0.8
COc1ccc(CC(=O)Nc2ccc(N(C)C)c3ccccc23)cc1	-6	1.0	-39	1.0	106	389	-9	-1	5.2	-3	1.8
Cc1ccc(S(=O)(=O)N2CCCN(S(=O)(=O)C3CCS(=O)(=O)C3)CC2)cc1 (stereo not drawn)	-13	1.1	nt	2.0	97	-18	0	-5	2.6	3	0.0
Cc1ccsc1C(=O)OCC(=O)Nc1cccc(S(=O)(=O)NC2=NCCCCC2)c1	-11	1.4	6	4.0	99	-3	-4	4	2.5	-2	0.7
O=C(N/C(=C\c1ccccc1)C(=O)N1CCOCC1)c1ccc(Br)o1	-4	3.2	0	-1.2	102	-10	1	5	3.4	1	-0.1
Cc1ccc(S(=O)(=O)N/N=C\c2ccc3c(c2)OCO3)cc1C	-17	-0.6	2	1.5	109	2	-18	-7	-1.5	-4	3.2
N#Cc1c(SCC(=O)Nc2ccc(C(F)(F)F)cc2)sc2c(O)cc(=O)[nH]c12	7	0.4	-18	4.6	99	-18	13	7	3.0	3	-2.5
O=C(CC(=O)NC1CCCCC1)N/N=C/c1ccccc1[N+](=O)[O-]	5	-1.1	-4	0.5	109	0	15	0	1.1	13	-2.8
Cc1c(CN2CCN(C)C(CCO)C2)[nH]c2c(Cl)cccc12 (stereo not drawn)	-2	-1.7	20	0.6	101	-17	2	2	2.7	2	-0.4
Cc1cc2c(NS(=O)(=O)c3ccc(F)cc3)cccc2nn1	nt	0.5	-3	-0.7	91	-5	nt	5	4.5	1	nt
CC(C)(C)NC(=O)CN(C(=O)C(=O)Nc1ccc2c(c1)OCCO2)C(C)(C)C	-16	1.1	-20	2.5	101	-3	8	16	3.3	-10	-1.5
C=CCN(Cc1cn(C)nc1-c1cccc(Cl)c1)C1CCS(=O)(=O)C1 (stereo not drawn)	1	2.0	6	5.3	104	12	-33	1	-1.0	-17	6.1
O=C(COC(=O)CC(c1ccccc1)c1ccccc1)NCc1ccc(Cl)cc1	0	0.8	-24	4.1	100	-10	-11	0	5.7	37	2.1
COc1ccc(S(=O)(=O)N(C)C)cc1NC(=O)c1ccc2c(c1)OCCO2	-1	-0.9	6	4.7	nt	nt	9	11	2.1	-13	-2.4

Fetched by compound from the list above, three records:
SMILES	PKA-R1A activ	E coli growth	PfHsp90 yeast 2	phage Ecoli inh	DSG3 Ab inh	SUMO Mot1 rescue	OPRM1-OPRD1 inv	Arrestin-AP2 inh	AddAB inh	Tat export inh	OPRM1-OPRD1 ag
Cc1cc2c(NS(=O)(=O)c3ccc(F)cc3)cccc2nn1	nt	0.5	-3	-0.7	91	-5	nt	5	4.5	1	nt
N#Cc1c(SCC(=O)Nc2ccc(C(F)(F)F)cc2)sc2c(O)cc(=O)[nH]c12	7	0.4	-18	4.6	99	-18	13	7	3.0	3	-2.5
COc1ccc(CC(=O)Nc2ccc(N(C)C)c3ccccc23)cc1	-6	1.0	-39	1.0	106	389	-9	-1	5.2	-3	1.8

More records:
SMILES	PKA-R1A activ	E coli growth	PfHsp90 yeast 2	phage Ecoli inh	DSG3 Ab inh	SUMO Mot1 rescue	OPRM1-OPRD1 inv	Arrestin-AP2 inh	AddAB inh	Tat export inh	OPRM1-OPRD1 ag
Cc1ccccc1C(=O)Nc1cccc(C(=O)N/N=C/c2ccc3c(c2)OCO3)c1	-3	-3.9	-45	0.2	102	2	6	-8	-0.2	-6	-1.2
C=CCSc1nnnn1-c1ccc(OC)cc1	-8	-0.8	nt	1.4	94	-17	9	27	0.8	-5	-1.7
Cc1noc(C)c1COc1ccc(C(=O)OCC(=O)Nc2ccc3c(c2)OCO3)cc1	3	0.0	3	3.2	108	-2	-9	1	1.4	-3	1.5
COc1cccc(OCCN2CCN(c3ncnc4c3cnn4-c3ccccc3)CC2)c1	-5	0.8	nt	-0.8	102	-7	-6	31	3.7	11	1.2
Cc1cccc([C@@H]2[C@@H]3C(=O)N(Cc4ccccc4)C(=O)[C@@H]3[C@]3(Cc4ccc(Cl)cc4)C(=O)N(c4cccc(Br)c4)C(=O)N23)c1	-10	-1.0	7	3.7	95	-22	2	13	-0.2	18	-0.4
COc1ccc(OC)c(C2=Nn3c(nnc3-c3cc(OC)c(OC)c(OC)c3)SC2)c1	10	-1.8	nt	1.1	104	-9	-11	10	-0.8	4	2.0
CCN(CC)S(=O)(=O)c1ccc(Cl)c(C(=O)Nc2cc(C)nn2-c2ccccc2)c1	3	-0.1	-3	2.8	96	-10	0	5	4.0	-3	0.1
Cc1ccccc1-n1ncc2c1CC(C)(C)CC2NC(=O)C1=CC(=O)CC(C)(C)O1 (stereo not drawn)	-5	0.1	-18	2.1	106	0	5	-2	2.5	9	-0.9
O=C(COC(=O)/C=C/c1ccc(Cl)cc1Cl)NCCC1=CCCCC1	-5	-1.2	-10	1.2	98	1	-1	40	2.7	-3	0.2
CCCCn1c(N)c(N(CCC(C)C)C(=O)c2cc(-c3ccco3)nc3ccccc23)c(=O)[nH]c1=O	2	-3.0	nt	-1.2	nt	3	3	11	3.7	-21	-0.6
CCC1(C)Nc2ccccc2C(=O)N1O (stereo not drawn)	0	0.7	-1	2.4	94	-10	-4	24	0.5	-4	0.7
CC(=O)c1ccc(N(C(=O)CNC(=O)c2ccco2)C(C(=O)NC2CCCC2)c2ccc(C)o2)cc1 (stereo not drawn)	-6	0.2	28	0.5	89	1	8	7	2.7	1	-1.2
COc1cc(S(=O)(=O)Nc2ccccc2C(=O)N2CCCCC2)ccc1NC(C)=O	-4	-0.7	8	0.3	104	-11	10	-6	-0.9	1	-2.6
CCC[C@@H](CN[C@@H](CNC)C(C)C)NCCCCc1ccccc1	-9	-0.8	17	3.2	100	1	1	6	0.8	-6	-0.1
Cc1cccc(NC(=O)c2ccc(C(=O)c3ccccc3)o2)c1	0	-1.2	nt	1.8	113	-30	2	16	4.0	-7	-0.4
CN(Cc1ccccc1)C(=O)c1cccc(NC(=O)Cc2ccc(NC(=O)C3CCN(C(=O)C4CC4)CC3)cc2)c1	-6	nt	-17	0.7	107	nt	3	-11	nt	-3	-0.6
COC(=O)c1cccc(CSc2nnc(-c3ccco3)n2-c2ccccc2)c1	5	-2.2	13	2.3	111	-5	1	-2	1.5	1	-0.2
CCCCN(CCCC)Cc1cc2ccccc2c2c1COC2	-10	-1.6	-9	2.4	121	-4	-17	2	2.4	-1	3.7
O=[N+]([O-])c1cccc(S(=O)(=O)NCCc2ccccc2)c1	-6	-2.4	-23	0.7	110	-17	10	-7	4.0	-3	-1.8
